mHTT CaM bind: inhibitors of human mutant huntingtin-calmodulin interaction; AlphaScreen His-mHTT/GST-CaM binding, luminescence; 190,000 compounds, 3.6% hits; inhibition, % at 15 µM; P42858;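 note: 0% = both proteins with DMSO and 100% = one protein alone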
Target sequence (P42858 whole entry, looked up, stated change not applied): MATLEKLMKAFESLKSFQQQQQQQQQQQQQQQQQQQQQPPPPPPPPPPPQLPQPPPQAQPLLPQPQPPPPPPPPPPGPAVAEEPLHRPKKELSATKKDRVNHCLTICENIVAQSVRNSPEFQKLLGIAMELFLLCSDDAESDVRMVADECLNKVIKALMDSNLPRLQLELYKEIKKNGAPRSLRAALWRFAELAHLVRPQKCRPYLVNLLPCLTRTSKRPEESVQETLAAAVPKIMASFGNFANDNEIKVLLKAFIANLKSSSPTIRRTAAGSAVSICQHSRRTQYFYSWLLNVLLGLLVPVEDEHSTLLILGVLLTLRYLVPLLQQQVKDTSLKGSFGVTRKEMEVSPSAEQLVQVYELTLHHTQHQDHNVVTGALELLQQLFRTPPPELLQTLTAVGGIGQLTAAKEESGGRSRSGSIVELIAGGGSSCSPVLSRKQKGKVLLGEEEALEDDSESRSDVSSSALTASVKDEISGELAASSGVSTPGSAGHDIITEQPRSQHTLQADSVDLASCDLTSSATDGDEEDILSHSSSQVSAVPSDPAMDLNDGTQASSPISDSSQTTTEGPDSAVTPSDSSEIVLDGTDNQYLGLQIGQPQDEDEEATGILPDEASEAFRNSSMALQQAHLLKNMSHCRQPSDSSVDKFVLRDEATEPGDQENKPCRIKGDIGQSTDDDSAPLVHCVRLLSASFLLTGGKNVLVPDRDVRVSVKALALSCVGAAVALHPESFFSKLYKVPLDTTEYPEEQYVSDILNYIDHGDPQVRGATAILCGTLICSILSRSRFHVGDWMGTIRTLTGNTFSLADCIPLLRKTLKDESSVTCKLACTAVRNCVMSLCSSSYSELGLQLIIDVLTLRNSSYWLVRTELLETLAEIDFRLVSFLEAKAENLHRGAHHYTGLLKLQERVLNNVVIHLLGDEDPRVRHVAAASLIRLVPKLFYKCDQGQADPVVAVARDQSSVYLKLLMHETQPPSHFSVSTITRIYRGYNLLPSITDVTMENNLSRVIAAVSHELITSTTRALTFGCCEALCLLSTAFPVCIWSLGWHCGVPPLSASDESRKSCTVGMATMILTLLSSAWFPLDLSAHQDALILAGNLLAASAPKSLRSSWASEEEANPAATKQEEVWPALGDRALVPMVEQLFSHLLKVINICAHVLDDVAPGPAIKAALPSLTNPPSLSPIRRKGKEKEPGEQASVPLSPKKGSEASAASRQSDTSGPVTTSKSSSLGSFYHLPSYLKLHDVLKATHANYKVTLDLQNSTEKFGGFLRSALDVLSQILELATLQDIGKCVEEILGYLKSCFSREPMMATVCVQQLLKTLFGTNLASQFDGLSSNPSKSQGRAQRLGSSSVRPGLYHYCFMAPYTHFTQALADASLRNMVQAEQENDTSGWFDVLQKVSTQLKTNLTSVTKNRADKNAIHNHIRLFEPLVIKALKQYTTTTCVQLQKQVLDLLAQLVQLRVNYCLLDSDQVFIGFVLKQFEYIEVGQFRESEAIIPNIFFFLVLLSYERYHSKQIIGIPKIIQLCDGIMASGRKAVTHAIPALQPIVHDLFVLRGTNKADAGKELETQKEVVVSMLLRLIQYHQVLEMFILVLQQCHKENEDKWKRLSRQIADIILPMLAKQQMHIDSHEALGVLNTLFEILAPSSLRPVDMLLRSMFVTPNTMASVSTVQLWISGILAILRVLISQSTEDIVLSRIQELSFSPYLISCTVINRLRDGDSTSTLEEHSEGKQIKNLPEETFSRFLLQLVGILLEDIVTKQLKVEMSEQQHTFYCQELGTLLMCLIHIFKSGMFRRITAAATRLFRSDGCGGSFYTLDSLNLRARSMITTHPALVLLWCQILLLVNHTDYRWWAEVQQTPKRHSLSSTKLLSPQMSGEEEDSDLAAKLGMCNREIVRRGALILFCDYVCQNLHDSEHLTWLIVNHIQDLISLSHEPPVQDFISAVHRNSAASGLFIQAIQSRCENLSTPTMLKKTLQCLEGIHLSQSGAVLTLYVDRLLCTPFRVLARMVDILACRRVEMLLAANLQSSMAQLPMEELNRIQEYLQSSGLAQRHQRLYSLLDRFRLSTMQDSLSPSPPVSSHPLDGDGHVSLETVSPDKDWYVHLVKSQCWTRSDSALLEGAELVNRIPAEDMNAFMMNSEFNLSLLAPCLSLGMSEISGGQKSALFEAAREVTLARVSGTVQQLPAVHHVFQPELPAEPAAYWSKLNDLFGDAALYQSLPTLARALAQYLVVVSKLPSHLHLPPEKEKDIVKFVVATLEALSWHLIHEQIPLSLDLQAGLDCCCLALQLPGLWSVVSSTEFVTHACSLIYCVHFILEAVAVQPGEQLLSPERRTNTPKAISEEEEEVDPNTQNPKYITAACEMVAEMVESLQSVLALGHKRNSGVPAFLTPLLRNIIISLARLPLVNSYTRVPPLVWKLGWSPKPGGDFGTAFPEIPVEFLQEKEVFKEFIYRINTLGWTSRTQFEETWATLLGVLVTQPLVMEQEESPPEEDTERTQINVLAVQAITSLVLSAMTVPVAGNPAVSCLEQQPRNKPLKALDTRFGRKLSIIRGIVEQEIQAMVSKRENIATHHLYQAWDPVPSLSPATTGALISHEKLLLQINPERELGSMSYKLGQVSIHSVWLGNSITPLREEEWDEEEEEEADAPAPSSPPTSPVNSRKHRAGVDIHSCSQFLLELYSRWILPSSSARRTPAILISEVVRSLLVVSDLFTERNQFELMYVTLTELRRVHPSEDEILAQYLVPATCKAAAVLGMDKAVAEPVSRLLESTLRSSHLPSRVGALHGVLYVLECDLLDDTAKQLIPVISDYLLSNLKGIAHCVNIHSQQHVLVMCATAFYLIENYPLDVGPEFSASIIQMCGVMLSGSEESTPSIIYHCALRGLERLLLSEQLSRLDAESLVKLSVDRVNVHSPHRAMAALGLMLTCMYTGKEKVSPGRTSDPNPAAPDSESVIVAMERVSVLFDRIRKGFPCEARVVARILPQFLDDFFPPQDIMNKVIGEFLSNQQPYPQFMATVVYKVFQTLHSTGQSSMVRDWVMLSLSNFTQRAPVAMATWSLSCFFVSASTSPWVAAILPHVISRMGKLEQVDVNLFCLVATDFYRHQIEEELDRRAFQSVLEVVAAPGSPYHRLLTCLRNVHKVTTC
Pf apPOL block: Pf-apPOL DNA polymerase inhibition. Recombinant Pf-apPOL, molecular beacon fluorescence, 1.5 h. AID 1794808. 210,000 compounds, 0.25% hits. inhibition, % at 10 µM
An asterisk follows results filed as active; i = inactive; · = not tested or not shown; & = joins results of further samples. Cut-off read from the data, not from the text of the source: active = inhibition above about 50%; inactive = the rest.

Preview, two compounds:
(1) O=C(c1cc(=O)c2ccccc2o1)N1CCCC(c2nnc(-c3ccccc3F)s2)C1 (stereo not drawn)
(2) COc1ccc(N2C(=O)NC(=O)/C(=C\c3cccn3-c3ccccc3)C2=O)cc1
assay / compound	1	2
Pf apPOL block	-20	-1
mHTT CaM bind	1	5

Main list, repeating the preview:
(1) O=C(c1cc(=O)c2ccccc2o1)N1CCCC(c2nnc(-c3ccccc3F)s2)C1 (stereo not drawn)
(2) COc1ccc(N2C(=O)NC(=O)/C(=C\c3cccn3-c3ccccc3)C2=O)cc1
(3) CCN1C=C(Cc2cccs2)C2=C(C1)C(c1cccs1)C(C#N)=C(N)O2 (stereo not drawn)
(4) COc1ccc(-c2nc3sc(C)c(C)c3c(=O)[nH]2)cc1[N+](=O)[O-]
(5) CCN(CC)CCOc1ccc2c(c1)C(=NO)c1cc(OCCN(CC)CC)ccc1-2
assay / compound	1	2	3	4	5
Pf apPOL block	-20	-1	2	-6	3
mHTT CaM bind	1	5	72*	-3	0

Copied from the list:
Under mHTT CaM bind, cpd 1 has 1
Under Pf apPOL block, cpd 4 has -6

(cont.)
(6) O=C(Nc1ccc(Cl)cc1)c1csc(-c2ccncc2)n1
(7) Cc1ccc2n1CCN(C(=O)Nc1ccccc1F)C2C(C)C (stereo not drawn)
(8) COc1ccccc1-n1cc(-c2ccccc2)nc1SCC(=O)Nc1ccc(F)cc1
(9) COc1ccc(CNC(=O)C2CCN(C/C(C)=C/c3ccccc3)CC2)cc1
(10) Cc1onc(-c2ccccc2)c1C1=N/C(=C\C(Cl)=C\c2ccccc2)C(=O)O1
assay / compound	6	7	8	9	10
Pf apPOL block	-8	4	1	-2	-8
mHTT CaM bind	5	-4	57*	0	1

(11) CC(=O)Nc1ccc2oc(-c3ccc(F)cc3Cl)nc2c1
(12) Cc1ccc(S(=O)(=O)N2CCN(C(=O)c3ccccc3)C2)cc1[N+](=O)[O-]
(13) Cn1c(SCc2cccc(-c3noc(-c4ccc(Cl)cc4)n3)c2)nnc1C(F)(F)F
(14) NC(=O)c1ccc(NC(=O)C2CC(=O)N(CCc3c[nH]c4ccc(Cl)cc34)C2)cc1 (stereo not drawn)
(15) CCN1C(=O)CCc2cc(C(=O)N3CCCCCC3)ccc21
assay / compound	11	12	13	14	15
Pf apPOL block	-1	-6	-11	1	-3
mHTT CaM bind	-6	4	·	100*	3

(16) CCN1c2ccccc2C(=O)NC12CCN(C(=O)NCc1ccc(F)cc1)CC2
(17) COc1ccc(C(=O)CCC(=O)Nc2ccc(C)cc2)cc1
(18) O=C(O)C1OC2OC3(CCCCC3)OC2C2OC3(CCCCC3)OC12 (stereo not drawn)
(19) O=C(Nc1nccs1)c1cc2ccccc2oc1=Nc1cccc(C(F)(F)F)c1
(20) COc1ccc(-c2cn3ccn(-c4cccc(F)c4)c(=O)c3n2)cc1
assay / compound	16	17	18	19	20
Pf apPOL block	-10	-2	0	0	0
mHTT CaM bind	1	5	1	-2	-4

(21) Cc1c(Cl)cccc1N1CCN(C(=O)c2ccccc2Cl)C(C)C1=O (stereo not drawn)
(22) Cc1ccn2cc(C(=O)NCc3cc(F)ccc3F)nc2c1
(23) CCCc1cc(=O)n2c([nH]c3ccccc32)c1C#N
(24) COc1ccc(C)cc1NC(=O)c1cc(C)n(CCN(C)C)c1C
(25) CCOc1ccc(N2CC(CNS(C)(=O)=O)CC2=O)cc1 (stereo not drawn)
assay / compound	21	22	23	24	25
Pf apPOL block	0	-1	-7	3	1
mHTT CaM bind	-6	-14	-8	51*	-16

(26) Cc1nn(-c2ccccc2)c(C)c1CCC(=O)O
(27) COc1cc(C=Nc2c(C)n(C)n(-c3ccccc3)c2=O)cc(Br)c1O
(28) CCN(C(=O)C1C2CC3OC(=O)C1C3C2)c1c(C)cccc1C (stereo not drawn)
(29) O=C(NCc1cccc(Br)c1)C1CCN(c2nc3cccnc3s2)CC1
(30) COc1ccc(CN2CCN(Cc3ccc4c(c3)OCO4)CC2)c(OC)c1
assay / compound	26	27	28	29	30
Pf apPOL block	-82	-9	-7	-5	2&-1
mHTT CaM bind	2	0	3	-4	8&0

(31) COc1ccc(S(=O)(=O)N2CCc3ccccc32)cc1
(32) NC(=O)c1ccc(NC(=O)C2C3C=CC(C3)C2C(=O)O)cc1 (stereo not drawn)
(33) Cc1ccc(C(=O)N2CCC(c3nc(C(=O)N4CCCC4)c(C)o3)CC2)c(C)c1
(34) O=C(NNC(=O)c1cccc2ccccc12)c1ccc2nsnc2c1
(35) OCCn1cc(Br)cn1
assay / compound	31	32	33	34	35
Pf apPOL block	-5	1	-8	-11	·
mHTT CaM bind	-33&-21	-3	10	·	-2

Filtered by structure: the compounds so far containing an aryl thioether with sulfur outside any ring (two)
(8) COc1ccccc1-n1cc(-c2ccccc2)nc1SCC(=O)Nc1ccc(F)cc1
(13) Cn1c(SCc2cccc(-c3noc(-c4ccc(Cl)cc4)n3)c2)nnc1C(F)(F)F
assay / compound	8	13
Pf apPOL block	1	-11
mHTT CaM bind	57*	·

Next structures follow:
(36) CC(=O)NS(=O)(=O)c1ccc(NC(=O)c2ccc([N+](=O)[O-])c(C)c2)cc1
(37) CCOc1ccc2c(c1)OC(=Cc1ccccc1OCC(=O)OC)C2=O
(38) Cc1ccc(C23CC4CC(CC(O)(C4)C2)C3)cc1NCN1C(=O)c2ccccc2C1=O
(39) CC1=C(C(=O)Nc2ccc(C)cc2C)C(c2ccccc2F)n2nnnc2N1 (stereo not drawn)
(40) CC(=O)c1cccc(NC(=O)CSc2nnc3c4ccccc4n(C(C)C)c3n2)c1
assay / compound	36	37	38	39	40
Pf apPOL block	-6	-8	4	-4	4
mHTT CaM bind	5	-6	13	4	38

(41) CC(=O)c1ccc(NCN2C(=O)C(=O)c3ccccc32)cc1
(42) COc1ccc(S(=O)(=O)N(CC(=O)NCc2ccco2)Cc2ccccc2)cc1
(43) Cc1[nH]nc2c1C(c1ccccc1OCc1ccccc1F)CC(=O)N2 (stereo not drawn)
(44) COCCCNC(=O)CSc1nc2nc(C)c(Cc3ccccc3C)c(C)n2n1
(45) Cc1cc(=O)[nH]c(SCc2nc3ccc([N+](=O)[O-])cc3[nH]2)n1
assay / compound	41	42	43	44	45
Pf apPOL block	-6	2	0	1	2&0
mHTT CaM bind	3	0	-7	8	5&21

(46) O=C(CCCc1ccccc1)NC1CCCC1
(47) COc1cc(C)c(S(=O)(=O)NCc2cccnc2)cc1C
(48) CN1CCN(c2ccc(-c3cccc(NC(=O)c4cccc(C(F)(F)F)c4)c3)nn2)CC1
(49) O=C(COc1ccc([N+](=O)[O-])cc1)N1CCOCC1
(50) CN(C)CCNC(=O)C1CCN(Cc2cc3ccccc3n2Cc2cccc(F)c2)CC1
assay / compound	46	47	48	49	50
Pf apPOL block	-6	-6	-1	-6	3
mHTT CaM bind	-4	-2	2	2	100*

Retrieved by compound from the entries so far:
(48) CN1CCN(c2ccc(-c3cccc(NC(=O)c4cccc(C(F)(F)F)c4)c3)nn2)CC1
(47) COc1cc(C)c(S(=O)(=O)NCc2cccnc2)cc1C
(46) O=C(CCCc1ccccc1)NC1CCCC1
(50) CN(C)CCNC(=O)C1CCN(Cc2cc3ccccc3n2Cc2cccc(F)c2)CC1
assay / compound	48	47	46	50
Pf apPOL block	-1	-6	-6	3
mHTT CaM bind	2	-2	-4	100*

(cont.)
(51) Cc1ccc(C(=O)N2CCc3nc(-c4ccccc4)ncc3C2)c(C)c1
(52) COc1ccc(Cc2c(O)nc(SCC(=O)Nc3ccc(OC)cc3)[nH]c2=O)cc1
(53) Cc1cc(O)c(CN2CCCCCC2)c2c1C(=O)C(=Cc1cccnc1)O2
(54) Cn1nc(-c2nc(-c3cccc(F)c3)no2)c2c1CCN(C(=O)c1ccccc1Cl)C2
(55) COc1ccc(NC(=O)N2CC3CC(NS(=O)(=O)c4cccs4)C2C3)c(OC)c1 (stereo not drawn)
assay / compound	51	52	53	54	55
Pf apPOL block	1	0	-11	-4	0
mHTT CaM bind	-1	5	1	5	9

(56) COc1cc(Br)cc(/C=C/c2ccc3cccc(O)c3n2)c1O
(57) O=C(Nc1ccc(I)cc1)c1cccnc1
(58) CC(C)(C)OC(=O)Nc1ccc(OCc2cn(CC(=O)c3ccc(O)cc3)nn2)cc1
(59) CCOc1ccc2c(c1)OC(=Cc1ccc(O)cc1)C2=O
(60) O=C(Nc1cccc(F)c1)Nc1nnc2ccccn12
assay / compound	56	57	58	59	60
Pf apPOL block	-8	-3	2	-4	0
mHTT CaM bind	36	-2	12	20	5

(61) O=C(CS(=O)(=O)c1cn(Cc2ccccc2Cl)c2ccccc12)N1CCOCC1
(62) CC(C)c1ccc(Oc2ncnc(N)c2[N+](=O)[O-])cc1
(63) CCCC(=O)N1CCCC(c2ccnc(-c3ccccc3)n2)C1 (stereo not drawn)
(64) O=C(NCCCc1ccccc1)c1cccc(NC(=O)C2CCCCC2)c1
(65) O=C(CN1CCN(C(=O)Nc2ccccc2)CC1=O)NC1CCCC1
assay / compound	61	62	63	64	65
Pf apPOL block	0	-4	-2	-2	-3
mHTT CaM bind	4	5	10	-13	-3

(66) Cc1ccc(C)n1-c1ccc(Cl)cc1O
(67) CCn1c(=O)c(N2CCN(C(=O)Nc3cccc(C(F)(F)F)c3)CC2)nc2ccncc21
(68) Cc1ccc(C)c(N2CCN(C(=O)c3cccc(Cn4cncn4)c3)CC2)c1
(69) CCCCN(C)C(=O)c1nnn(-c2ccc(F)cc2)c1-c1ccncc1
(70) Cc1cc(C(=O)NCC(O)c2sccc2C)no1 (stereo not drawn)
assay / compound	66	67	68	69	70
Pf apPOL block	-8	-8	-6	-4	-3
mHTT CaM bind	93*	35	38	-5	-3

(71) COc1cccc(NC(=O)Nc2ccc(Cl)c(Cl)c2)c1
(72) C=CCSc1n[nH]c(-c2ccccc2)n1
(73) COc1cccc(C(C)NC(=O)C2CCN(c3cnn(Cc4ccccc4)c(=O)c3)CC2)c1 (stereo not drawn)
(74) Cc1cccc(Nc2c3c4c(cccc4n(C)c2=O)C(=O)c2ccccc2-3)c1
(75) Cc1cccc2oc(-c3cc(N=Cc4ccccc4[N+](=O)[O-])ccc3O)nc12
assay / compound	71	72	73	74	75
Pf apPOL block	6	-4	-4	2	-5
mHTT CaM bind	-2	3	15	6	6

(76) CNC(=O)C1Cc2ccccc2N1C(=O)c1c(F)cccc1Cl (stereo not drawn)
(77) COc1cc(OC)cc(C(=O)NCC2(CO)CC2)c1
(78) COc1ccc(CCNC(=O)c2ccc3c(c2)NC(=O)C(N2CCCCC2)S3)cc1OC (stereo not drawn)
(79) Oc1ccccc1/C=N/OCO/N=C/c1ccccc1O
(80) Cc1ccc(C(=O)Nc2cccc(-c3nc4ncccc4o3)c2)cc1C
assay / compound	76	77	78	79	80
Pf apPOL block	-10	6	-19	-1	0&-2
mHTT CaM bind	2	-5	23	i	16&48

(81) O=C(NC1CCCCCC1)c1nc(-c2ccc(N3CCCC3)cc2)no1
(82) CC1c2ccsc2CCN1C(=O)NC(=O)c1ccc(Cl)cc1 (stereo not drawn)
(83) CN1C(=O)c2ccccc2C(C(=O)Nc2ccc(Cl)cn2)C1c1cn(C)c2ccccc12 (stereo not drawn)
(84) O=C(O)CCc1nc2ccccc2[nH]c1=O
(85) CCOC(CCn1c(SCC(=O)N2CCCCCC2)nc2ccccc2c1=O)OCC
assay / compound	81	82	83	84	85
Pf apPOL block	0	-6	0	1&10	-10
mHTT CaM bind	-9	·	1	5&3	4

(86) CCCn1c(=O)c(N2CCN(C(=O)CC)CC2)nc2ccccc21
(87) COc1ccc(/C(N)=C/C(=O)C(C)(C)C)cc1
(88) CC(C)c1ccc(NC(=O)C2CC3CCCN3C23C(=O)N(C)c2ccccc23)cc1 (stereo not drawn)
(89) O=C(Nc1cccc([N+](=O)[O-])c1)NC1(C(F)(F)F)Oc2ccccc2O1
(90) CCOc1ccc(/C=C2/N=C(c3ccc(OC)cc3)OC2=O)cc1OCC
assay / compound	86	87	88	89	90
Pf apPOL block	-4	5	-1	-2	4
mHTT CaM bind	-6	4	23	17	-2

(91) Cc1ccc(NC(=O)C2CC(=O)N(c3ccc(F)cc3)C2)cc1 (stereo not drawn)
(92) O=C(NCc1cccc(F)c1)C1CCN(c2nn3c(=O)c4c(nc3s2)CCCC4)CC1
(93) CN1CCC(N(C)Cc2cc(Cl)ccc2O)CC1
(94) Cc1ccc(N2CCN(C(=O)CC(C)C)C(C)C2=O)cc1Cl (stereo not drawn)
(95) CC(=O)NC(c1cccc(Cl)c1)c1cc(Cl)c2cccnc2c1O (stereo not drawn)
(96) O=C(NCC1CCN(C(=O)Oc2ccccc2)CC1)C(=O)Nc1ccc2c(c1)OCCO2
(97) COc1cccc(N2C(=O)C3CCCN3C2c2ccc(Br)cc2)c1 (stereo not drawn)
assay / compound	91	92	93	94	95	96	97
Pf apPOL block	-4	9	-9	0	-3	-7	-3
mHTT CaM bind	-5	10	0	-10	100*	-8	48

Assay outcomes: PubChem, University of Kansas High Throughput Screening Laboratory
